# Jurkat tox 60K = cytotoxicity toward Jurkat cells | Jurkat E6.1 viability, ATP luminescence, 48 h | inhibition, % at 4 µM | 1.2% of 56,000 active | AID 463;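 active means inhibition above the mean inhibition of all tested compounds plus 3 SD, cut at about 28% in these data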
# TNAP act mid DEA = human TNAP activation, intermediate phosphate acceptor. AID 813. purified TNAP, CDP-star luminescence, 100 mM DEA, 30 min; active compounds read high; scale: 0 levamisole-inhibited, 1 vehicle-only enzyme. activation factor at 20 µM. 64,000 tested, under 10 active;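 active means activation factor of at least 2 at 20 µM, relative to controls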
# MKP-1 inh = blocks human MKP-1 phosphatase activity; 0.15% of 65,000 active; recombinant MKP-1, OMFP hydrolysis fluorescence; inhibition, %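 (compounds tested at a single concentration somewhere between 10 and 100 µM)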;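 active means inhibition above about 50%, limit read from the data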;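 further: 0% = DMSO max control wells and 100% = wells with enzyme stopped by NaOH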
# Target sequence (P28562 whole entry, looked up): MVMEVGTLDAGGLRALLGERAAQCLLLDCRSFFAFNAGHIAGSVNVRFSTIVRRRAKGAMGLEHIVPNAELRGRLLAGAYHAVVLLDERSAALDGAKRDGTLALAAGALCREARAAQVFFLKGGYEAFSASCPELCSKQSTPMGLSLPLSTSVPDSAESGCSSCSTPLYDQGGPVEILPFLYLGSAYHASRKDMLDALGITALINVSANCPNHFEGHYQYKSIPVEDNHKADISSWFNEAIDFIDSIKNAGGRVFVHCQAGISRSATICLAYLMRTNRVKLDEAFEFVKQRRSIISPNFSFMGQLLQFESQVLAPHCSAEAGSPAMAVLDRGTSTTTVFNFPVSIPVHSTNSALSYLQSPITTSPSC
# JNK3 blocker = inhibitors of human JNK3 kinase. purified JNK3 kinase activity, HTS. inhibition, % at 8 µM. 0.61% of 60,000 active; in the data active means inhibition above about 17%;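 further: 0% = DMSO and 100% = reference inhibitor; many of its hits are not listed in these tables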
# Target sequence (P53779 whole entry, looked up): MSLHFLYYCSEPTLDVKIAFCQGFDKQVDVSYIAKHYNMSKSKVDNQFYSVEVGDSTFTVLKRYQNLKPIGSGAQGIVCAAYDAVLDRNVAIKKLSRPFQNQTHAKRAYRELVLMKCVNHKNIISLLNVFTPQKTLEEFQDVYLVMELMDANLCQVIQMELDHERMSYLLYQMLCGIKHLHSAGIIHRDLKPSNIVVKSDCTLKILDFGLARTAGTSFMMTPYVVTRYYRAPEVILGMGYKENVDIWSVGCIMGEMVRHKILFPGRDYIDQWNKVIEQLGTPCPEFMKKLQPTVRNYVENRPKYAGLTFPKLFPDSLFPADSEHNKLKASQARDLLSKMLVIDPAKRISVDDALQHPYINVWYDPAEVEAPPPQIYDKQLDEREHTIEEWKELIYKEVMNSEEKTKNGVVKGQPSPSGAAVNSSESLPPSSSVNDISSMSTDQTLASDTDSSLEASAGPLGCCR
# MMP-13 inhibitor = inhibitors of human MMP13 | 0.07% of 65,000 active | MMP-13 fTHP FRET cleavage, Mca fluorescence | AID 570 | P45452 | inhibition, % at 4 µM;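 active means inhibition above the mean of compound-free control plate wells plus 3 SD, cut at about 14% in these data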;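 further: 0% = DMSO wells and 100% = wells with reference MMP-13 inhibitor after basal subtraction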
# ROCK2 inh = inhibitors of human Rho kinase 2; inhibition, % at 6 µM; purified ROCK2, Kinase-Glo ATP depletion luminescence; O75116; 0.35% of 60,000 active;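 active means inhibition above the screen-wide mean inhibition plus 3 SD, cut at about 18% in these data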;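 further: plate controls were DMSO wells for no effect and Y-27632 control wells after no-enzyme background subtraction for full effect; many of its hits are not listed in these tables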
# Cdc25B block = human M-phase inducer phosphatase 2 inhibition. recombinant Cdc25B, OMFP fluorescence Ex485/Em525. inhibition, %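 (compounds tested at 10 µM final in the well)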. 0.1% of 65,000 active. AID 368; in the data active means inhibition above about 50%
# HEK293 NFkB inh = lowers PMA/ionomycin-induced NF-kB signal in HEK293 cells; inhibition, % at 3 µM; 0.21% of 62,000 active; HEK-293 NF-kB luciferase reporter, luminescence;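 active means inhibition above the mean of all tested compounds plus 3 SD, cut at about 40% in these data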;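 further: 0% = stimulated DMSO wells and 100% = 10 µM reference inhibitor 5653914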
#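 Material: HEK-293 cells with stable firefly luciferase reporter driven by four HIV NF-kB elements / Also added: PMA plus ionomycin mix as NF-kB-activating stimulus / Compound dosing: 3 µM once, 0.30% DMSO / Times: 1 h pretreatment, 16 h stimulation, 37 °C / Signal: luminescence / Evaluation: per-plate % inhibition versus controls / Benchmarks: DMSO and 10 µM reference inhibitor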
# PKA kinase inh = inhibitors of human protein kinase A | PKA Kemptide phosphorylation, Kinase-Glo ATP luminescence | inhibition, % at 6 µM | P17612 | 0.1% of 65,000 active | AID 524;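 active means inhibition above the screen-wide mean inhibition plus 3 SD, cut at about 21% in these data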; further: many of its hits are not listed in these tables
# Starred values were filed as active, the others as inactive; nt = no result given; [ ] = dose if it differs, or a comment. Hits appear at their usual frequency, and some 1.9% of all compounds hit somewhere here.
nr	canonical_smiles	Jurkat tox 60K	TNAP act mid DEA	MKP-1 inh	JNK3 blocker	MMP-13 inhibitor	ROCK2 inh	Cdc25B block	HEK293 NFkB inh	PKA kinase inh
1	Cc1ccc(C(=O)OC2CCOC2=O)cc1NC(=O)c1ccco1 (configuration not stated)	1.6	nt	15.6	-3.0	1.1	0.5	1.5	15.2	5.0
2	Cc1cc(Nc2ccccc2)n(-c2nc3ccccc3[nH]2)n1	-11.7	1.2	8.2	0.4	1.5	5.9	-10.6	-4.5	8.1
3	CCC(C)c1ccc(NC(=O)C2CC2)cc1 (configuration not stated)	-8.6	0.9	-0.5	-3.6	-2.6	1.4	-5.5	7.0	2.8
4	COc1ccc(N(C)S(=O)(=O)c2c(C)[nH]c(=O)[nH]c2=O)c(OC)c1	3.7	1	11.7	3.0	-5.8	5.0	-13.6	2.4	10.2
5	O=C(Nc1ccc(F)cc1)c1ccc(S(=O)(=O)NCC2CCCO2)cc1 (configuration not stated)	14.6	0.9	0.8	-0.5	5.5	-3.1	-1.7	11.4	-3.0
6	COc1ccc(CCNC(=O)CN(C2CCCCC2)S(C)(=O)=O)cc1	-7.7	1	8.0	5.1	-1.5	4.9	-8.3	5.8	9.1
7	CCCOc1ccc(C(=O)N2CCCC2)cc1OC	-3.0	0.9	20.2	-4.4	4.5	8.1	-7.0	5.1	9.4
8	O=C(Cn1nnc(-c2ccc(CN3CCOCC3)cc2)n1)NC1CCCCC1	-4.7	0.9	-10.1	6.2	3.6	7.3	-9.8	13.9	10.1
9	Cc1c(C(=O)OC(C)C)[nH]c2c1C(=O)CC(C)(C)C2	-5.0	1	11.6	3.3	1.9	1.0	-10.9	13.5	-0.7
10	Nc1ccc2ncccc2c1	-6.9	0.9	-21.5	-0.1	-6.0	3.4	3.1	5.3	5.5
11	CCOC(=O)N1CCN(c2nc(SC)nc3sc4c(c23)CC(C)(C)OC4)CC1	nt	0.9	7.7	nt	-3.9	nt	-8.5	17.4	-10.0
12	O=C(O)CCC(=O)N1CCc2cc(S(=O)(=O)N3CCCCC3)ccc21	-4.6	0.9	17.4	3.3	2.0	6.4	-7.1	3.6	9.4
13	COC(=O)c1ccc(Cn2cnc3c(cnn3-c3ccc(F)cc3)c2=O)o1	-0.4	1	4.0	-4.8	-4.8	0.7	20.0	2.0	1.4
14	COc1ccc(OCC(=O)N2CCN(C(=O)c3cccs3)CC2)cc1	3.0	0.8	-4.3	-3.1	1.5	11.9	-5.0	14.3	12.6
15	N#Cc1ccc(Cn2c(=O)c(C#N)c3n(c2=O)CCC3)cc1	-0.3	0.9	-3.4	1.1	-4.9	5.0	0.9	18.8	14.2
16	CSc1sc(C)cc1C1C(C#N)=C(N)N(c2cccnc2)C2=C1C(=O)CCC2 (configuration not stated)	6.6	0.9	8.9	0.9	-11.9	-0.7	-2.0	9.0	-5.1
17	Cc1ccc(S(=O)(=O)NCCNC(=O)CN2CCCC2)cc1	-4.1	1	-3.3	2.9	-1.3	5.3	-9.1	7.1	16.7
18	COC(=O)Nc1ccc2c(c1)N(C(=O)CCN1CCN3CCCC3C1)c1ccccc1S2 (configuration not stated)	-8.0	0.9	12.4	4.5	-0.2	1.3	2.1	9.8	-1.5
19	COCC(C)NC(=O)c1ccc(Cl)c(Cl)c1 (configuration not stated)	2.4	1	-4.3	-2.5	-3.2	6.2	-8.8	10.9	10.2
20	O=C(CC12CC3CC(C1)CC(CC(=O)NC1=NCCS1)(C3)C2)NC1=NCCS1	15.3	0.9	18.0	-3.1	4.5	-1.0	0.0	30.9	-3.9

# Part of the list above, reformatted:
11	CCOC(=O)N1CCN(c2nc(SC)nc3sc4c(c23)CC(C)(C)OC4)CC1
12	O=C(O)CCC(=O)N1CCc2cc(S(=O)(=O)N3CCCCC3)ccc21
13	COC(=O)c1ccc(Cn2cnc3c(cnn3-c3ccc(F)cc3)c2=O)o1
14	COc1ccc(OCC(=O)N2CCN(C(=O)c3cccs3)CC2)cc1
15	N#Cc1ccc(Cn2c(=O)c(C#N)c3n(c2=O)CCC3)cc1
16	CSc1sc(C)cc1C1C(C#N)=C(N)N(c2cccnc2)C2=C1C(=O)CCC2 (configuration not stated)
17	Cc1ccc(S(=O)(=O)NCCNC(=O)CN2CCCC2)cc1
18	COC(=O)Nc1ccc2c(c1)N(C(=O)CCN1CCN3CCCC3C1)c1ccccc1S2 (configuration not stated)

compound no.	11	12	13	14	15	16	17	18
Jurkat tox 60K	nt	-4.6	-0.4	3.0	-0.3	6.6	-4.1	-8.0
TNAP act mid DEA	0.9	0.9	1	0.8	0.9	0.9	1	0.9
MKP-1 inh	7.7	17.4	4.0	-4.3	-3.4	8.9	-3.3	12.4
JNK3 blocker	nt	3.3	-4.8	-3.1	1.1	0.9	2.9	4.5
MMP-13 inhibitor	-3.9	2.0	-4.8	1.5	-4.9	-11.9	-1.3	-0.2
ROCK2 inh	nt	6.4	0.7	11.9	5.0	-0.7	5.3	1.3
Cdc25B block	-8.5	-7.1	20.0	-5.0	0.9	-2.0	-9.1	2.1
HEK293 NFkB inh	17.4	3.6	2.0	14.3	18.8	9.0	7.1	9.8
PKA kinase inh	-10.0	9.4	1.4	12.6	14.2	-5.1	16.7	-1.5

19	COCC(C)NC(=O)c1ccc(Cl)c(Cl)c1 (configuration not stated)
20	O=C(CC12CC3CC(C1)CC(CC(=O)NC1=NCCS1)(C3)C2)NC1=NCCS1

compound no.	19	20
Jurkat tox 60K	2.4	15.3
TNAP act mid DEA	1	0.9
MKP-1 inh	-4.3	18.0
JNK3 blocker	-2.5	-3.1
MMP-13 inhibitor	-3.2	4.5
ROCK2 inh	6.2	-1.0
Cdc25B block	-8.8	0.0
HEK293 NFkB inh	10.9	30.9
PKA kinase inh	10.2	-3.9

# The listing continues.
nr	canonical_smiles	Jurkat tox 60K	TNAP act mid DEA	MKP-1 inh	JNK3 blocker	MMP-13 inhibitor	ROCK2 inh	Cdc25B block	HEK293 NFkB inh	PKA kinase inh
21	COc1ccc2c(c1)OC(O)(C(F)F)CC2=O (configuration not stated)	-4.0	0.9	-2.0	-1.5	3.3	2.7	-12.7	2.2	1.6
22	Cc1ccc(-n2nnc3c(=O)n(CC(=O)NCc4ccco4)cnc32)cc1	-0.3	0.9	1.9	1.1	-1.8	0.8	-5.7	12.1	8.1
23	Cc1ccc(C2C3CN(C(C)C)CC=C3C(C#N)=C(N)C2(C#N)C#N)cc1 (configuration not stated)	nt	0.9	-5.4	5.3	-41.0	4.2	3.1	nt	4.1
24	Brc1ccc(-c2nn3c(Cc4ccccc4)nnc3s2)o1	0.4	0.9	-15.4	2.1	5.4	5.1	5.1	1.0	1.0
25	CCCNC(=O)Cn1cnc2sc(C(=O)N3CCCC(C(=O)OCC)C3)c(C)c2c1=O (configuration not stated)	-2.8	0.9	4.5	6.3	0.3	5.3	-11.4	13.7	11.2
26	CN(C)c1ccc(CN(C(=O)COc2ccccc2)C2CCS(=O)(=O)C2)cc1 (configuration not stated)	2.6	0.9	-10.6	-0.6	-4.3	-2.7	-4.8	10.8	2.4
27	CC(C)CCn1c(Cl)nc2c1c(=O)n(C)c(=O)n2C	10.8	0.9	-5.6	1.0	-4.5	0.7	6.6	19.2	1.3
28	O=C(Nc1ccccc1C(F)(F)F)N1CCN(c2ccc3nnc(-c4ccc(F)cc4)n3n2)CC1	3.2	0.9	35.0	-5.5	-2.2	2.2	-17.2	14.7	2.0
29	CC(OC(=O)c1ccc2ccccc2n1)C(=O)Nc1ccc(N2CCOCC2)cc1 (configuration not stated)	-13.9	1	30.8	-0.9	-3.8	4.1	-7.7	1.9	4.8
30	CCOC(=O)N1CCC(NC(=O)c2cc(C(=O)Nc3ccc(OC)c(OC)c3)ccc2CO)CC1	0.5	1	0.9	4.9	-5.2	0.5	13.9	13.3	4.3
31	O=C(Nc1ccccc1C(=O)N1CCOCC1)C1CCC(=O)N1C1CCCC1 (configuration not stated)	-7.7	0.8	0.5	-0.9	-0.1	6.9	-9.2	14.3	8.7
32	Cc1ccc(C2C3=C(CCCC3=O)Nc3nc(SCC(=O)NCc4ccco4)[nH]c(=O)c32)cc1 (configuration not stated)	0.0	0.8	3.0	-3.3	-51.4	0.3	0.9	8.6	5.2
33	CCOC(=O)C1=C(N)n2c(s/c(=C\c3cccnc3)c2=O)=C(C(=O)OC)C1c1cccnc1 (configuration not stated)	nt	0.9	-14.7	1.8	-4.2	10.3	1.5	nt	4.8
34	Cc1cc(=O)oc2c1c(C)nn2-c1ccc(C(=O)OC(C)C)cc1	4.1	0.8	-6.8	1.9	-7.8	-9.4	-0.9	-2.8	-0.4
35	OC(COCC1COc2ccccc2O1)CN1CCN(c2ccccn2)CC1 (configuration not stated)	0.9	0.9	-1.2	-5.3	0.0	3.8	-5.7	6.8	10.2
36	O=C(NCCc1ccc(Cl)cc1)C1CCN(S(=O)(=O)N2CCCC2)CC1	-6.8	0.9	-3.6	1.4	2.0	2.8	-16.9	-13.2	3.9
37	OC(COCc1cccs1)CN1CCN(c2ccccn2)CC1 (configuration not stated)	nt	0.9	2.7	nt	4.3	nt	-9.5	2.6	-2.3
38	Cc1nn(C)cc1C1C2=C(CC(C)(C)CC2=O)OC2=C1C(=O)CC(C)(C)C2	nt	0.9	-6.4	-4.8	0.6	8.8	4.4	nt	5.0
39	COc1cccc(C2CC(c3ccccc3Cl)Nc3nc(N)nn32)c1 (configuration not stated)	-1.0	nt	5.2	-2.8	1.8	-0.7	1.9	8.2	0.9
40	CC(=O)Nc1ccc(OCC(O)CN2CCN(c3cc(Cl)ccc3C)CC2)cc1 (configuration not stated)	-2.3	1	13.2	-0.9	3.4	-0.8	-7.6	19.4	-1.2
41	COCCn1c(SCC(N)=O)nc2c(c1=O)SC(C)C2 (configuration not stated)	-3.5	0.9	8.2	1.4	-4.6	5.6	-5.8	16.2	8.2
42	Cc1cc(Nc2ccc(Br)c(C)c2)n2nc(C)nc2n1	1.4	1	5.4	1.9	2.9	5.5	-15.3	-0.2	12.7
43	CC(C)CCOP(=O)(c1ccc(N(C)C)cc1)C(O)c1ccccc1F (configuration not stated)	2.0	1	16.9	-0.8	1.4	-1.0	-12.6	2.7	1.5
44	c1coc(-c2nnc3sc(Cc4cccs4)nn23)c1	nt	0.9	-12.5	-4.4	-1.8	0.0	9.1	nt	-1.2
45	COc1ccc(NC(C)=O)cc1NC(=O)CSc1nnc(-c2ccccc2)n1N	-3.2	0.9	6.0	-0.4	5.7	5.4	-11.1	3.7	9.9
46	CCCc1cc(=O)n2[nH]c(NCc3ccccc3Cl)nc2n1	0.3	0.9	-17.9	4.2	0.5	-4.3	-0.1	-8.6	-8.0
47	CC(C)c1nnc(NC(=O)CCC(=O)Nc2ccc(F)cc2)s1	-4.4	0.8	-8.3	7.0	-1.7	1.4	1.1	-4.6	6.5
48	COC(=O)c1ccc(COc2ccc3c(C)c(C)c(=O)oc3c2)o1	1.6	0.9	8.7	6.3	-113.3[fluorescence artefact?]	0.5	-8.6	6.7	5.6
49	CC(C)CC(C(=O)Nn1cnnc1)N1C(=O)c2ccccc2C1=O (configuration not stated)	0.5	0.9	5.6	0.3	-4.5	6.1	7.4	10.3	6.9
50	CCOC(=O)C1CCCN(C(=O)COC(=O)c2cc(=O)c3ccccc3o2)C1 (configuration not stated)	nt	0.9	7.0	nt	-1.6	nt	-3.6	10.5	6.2

# High-throughput results deposited in PubChem by several laboratories.
